# RECQ1 helicase = blocks DNA unwinding by human RECQ1; RECQ1 DNA unwinding, red fluorescence kinetic read; hit rate 0.54% among 240,000; AID 2549; Potency, µM (titrated, usually from 57.3 µM), for inactives: top-dose activity, negative = inhibition, actives largely listed as inhibitors; P46063;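 also: plate controls were vehicle for no effect and no enzyme for full effect; nearly all actives have a fitted effect of over 30% in size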
#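 RECQ1T1 50 nM; forked duplex (20 bp + 30-nt ss tails) 200 nM, ATP 2 mM final; pH 8.0, 2 mM MgCl2, 2.5 ug/ml poly(dI-dC); 15 min compound preincubation; discontinuous kinetic read over 2 h at RT.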
# TRb SRC2 PPI = disrupts binding of human TR beta to SRC2 | hit rate 0.065% among 280,000 | TRbeta-SRC2 peptide binding, fluorescence polarization; receptor liganded with 1 µM T3 | AID 1469 | P10828 | Potency, µM (top dose mostly 106 µM), inactives show top-dose activity change, negative = inhibition, most hits filed as inhibitors;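 also: plate controls were bound peptide for no effect and peptide without receptor for full effect; nearly all actives have a fitted effect of over 50% in size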
#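 Human TRb ligand-binding domain (0.6 uM) is mixed with 20 nM Texas Red SRC2 peptide and 1 uM T3; after compound addition and 5 hr at ambient temperature, polarization is measured and normalized to unbound and bound controls.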
# L3MBTL1 block = L3MBTL1 (human) inhibition. Q9Y468. AlphaScreen L3MBTL1–H3K9me1 peptide binding. Potency, µM (highest dose often 57.1 µM), for inactives: top-dose activity, negative = inhibition, actives largely listed as inhibitors. hit rate 0.66% among 230,000; also: nearly all actives have a fitted effect of over 60% in size
# Target sequence (Q9Y468 whole entry, looked up): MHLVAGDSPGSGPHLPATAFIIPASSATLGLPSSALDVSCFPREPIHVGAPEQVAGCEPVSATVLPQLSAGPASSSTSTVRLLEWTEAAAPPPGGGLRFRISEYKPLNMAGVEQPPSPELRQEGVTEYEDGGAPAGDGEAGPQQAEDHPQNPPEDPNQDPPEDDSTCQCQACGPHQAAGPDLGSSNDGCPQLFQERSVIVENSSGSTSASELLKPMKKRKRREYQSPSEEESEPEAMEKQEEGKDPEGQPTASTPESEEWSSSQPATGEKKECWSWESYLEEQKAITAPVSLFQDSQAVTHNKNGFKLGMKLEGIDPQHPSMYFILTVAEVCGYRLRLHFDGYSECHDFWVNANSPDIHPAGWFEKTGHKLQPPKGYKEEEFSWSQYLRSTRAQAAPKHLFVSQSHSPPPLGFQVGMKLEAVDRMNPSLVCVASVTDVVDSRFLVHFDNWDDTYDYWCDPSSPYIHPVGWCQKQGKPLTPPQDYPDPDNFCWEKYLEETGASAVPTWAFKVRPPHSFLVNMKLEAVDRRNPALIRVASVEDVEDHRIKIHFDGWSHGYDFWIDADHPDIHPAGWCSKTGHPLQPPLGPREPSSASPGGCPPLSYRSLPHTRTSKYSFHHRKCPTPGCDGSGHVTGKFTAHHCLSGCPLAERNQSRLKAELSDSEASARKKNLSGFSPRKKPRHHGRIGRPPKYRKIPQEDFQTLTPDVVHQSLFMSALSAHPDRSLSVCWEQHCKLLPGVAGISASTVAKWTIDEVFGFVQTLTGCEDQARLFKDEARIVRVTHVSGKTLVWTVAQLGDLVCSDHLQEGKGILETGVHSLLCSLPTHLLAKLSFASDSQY
#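 L3MBTL1 (50 nM) pre-complexed 30 min with biotinylated H3(1-15)K9me1 peptide (75 nM), then compounds added for 30 min at room temperature; AlphaScreen streptavidin donor/nickel chelate acceptor beads (10 ug/mL final) read after 30 min dark incubation.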
# RGS12 GoLoco inh = blocks human Gai1 binding to RGS12 GoLoco peptide, red readout | P63096 | Gai1:RGS12 GoLoco peptide FP, rhodamine, 10 min | Potency, µM (highest dose often 61.6 µM), for the others: top-dose activity, negative = inhibition, hits mostly inhibitors | hit rate 0.44% among 230,000 | AID 880; active = well fitted inhibition curve with a large enough effect, not every such curve was filed as active; inactive = no such curve, though single readings can be large or run the other way; also: nearly all actives have a fitted effect of over 30% in size; many of its hits are not listed in these tables
# TexasRed fluor = alters Texas Red total fluorescence, flagging assay interference; TRb/SRC2 Texas Red total fluorescence interference; Potency, µM (series often up to 106 µM), for the others: at the highest dose fluorescence change, negative = quenching; hit rate 0.29% among 280,000; AID 1479; active = well fitted curve in either direction with a large enough effect; inconclusive = small, poorly fitted or top-dose-only effect
#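 Human TRb ligand-binding domain at 0.6 uM with 20 nM Texas Red SRC2 peptide in Tris buffer containing 1 uM T3 and 5% DMSO, incubated with compound 5 h at ambient temperature. Total fluorescence (555/632 nm) calculated as parallel + 2 × perpendicular.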
# GAA inh = inhibitors of human lysosomal alpha-glucosidase; hit rate 0.005% among 200,000; P10253; AID 1466; purified human GAA, 4-MU-alpha-glucoside fluorescence; Potency, µM (doses to about 76.9 µM), inactives show at the highest dose activity change, negative = inhibition, usual class: inhibitors;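 also: plate controls were uninhibited enzyme wells for no effect and no-enzyme background for full effect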
#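 Fluorogenic assay: 4 nM human alpha-glucosidase with 400 uM 4-methylumbelliferyl-alpha-D-pyranoside in 50 mM citrate/phosphate, 0.005% Tween-20, pH 5.0, 20 min at room temperature. Compounds tested up to 77 uM; AC50 from Hill fits.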
# GAA spleen mod = inhibits or activates alpha-glucosidase in human spleen homogenate | hit rate 0.006% among 240,000 | human spleen homogenate, 4-MU-alpha-glucoside fluorescence | Potency, µM (titrated, usually from 79.9 µM), for the others: at the highest dose activity change, negative = inhibition, hits mostly inhibitors;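 also: 0% = enzyme with vehicle and -100% = no enzyme basal signal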
#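 Human spleen homogenate (1 ug) with 4-methylumbelliferyl-alpha-D-glucopyranoside (1 mM final) in 50 mM citrate/phosphate pH 5.0, 0.01% Tween-20; 40 min at 37 C. Stopped at pH 10; 4-MU fluorescence Ex 365/Em 440 nm; AC50 by Hill fit.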
# GAA glycogen = alters human alpha-glucosidase cleavage of glycogen | Potency, µM (series often up to 76.4 µM), for inactives: at the highest dose activity change, negative = inhibition, hits mostly inhibitors | P10253 | recombinant GAA, glycogen substrate, Amplex Red glucose oxidase fluorescence | hit rate 0.38% among 300,000;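 also: 0% = full enzyme reaction and -100% = no-enzyme basal signal; the screen sought inhibitors and activators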
#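 Recombinant human alpha-glucosidase (4 nM final) hydrolysed bovine liver glycogen (30 ug) for 40 min at 37 C in pH 5.0 citrate/phosphate with 0.01% Tween-20. Released glucose detected by glucose oxidase/Amplex Red, Ex 573/Em 610 nm. Compounds up to 77 uM; AC50 from Hill fits.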
# Starred values were filed as active, the others as inactive; i = inactive; ? = inconclusive; · = no result given; & = joins results of further samples; [ ] = dose if it differs, or a comment. Unless noted, calls follow the shape of the dose curve; as a rule, active = well fitted curve in the direction sought with a large enough effect; inconclusive = small, poorly fitted or top-dose-only effect, or another doubt; inactive = no such curve, though single readings can be large; an effect the other way counts as inactive or inconclusive. Unless noted, % is scaled to controls: 0 for no effect and ±100 for the full control effect; potency is read from the fitted curve at half-maximal effect. Only part of the results is shown (hit frequency here may not be typical).
cpd	Structure	RECQ1 helicase	TRb SRC2 PPI	L3MBTL1 block	RGS12 GoLoco inh	TexasRed fluor	GAA inh	GAA spleen mod	GAA glycogen
1	O=C(COc1ccccc1)NCc1nnc2c3ccccc3c(-c3ccccc3)nn12	-3.9%	-17.2%	-2.2%	6.6%	-1.2%	-7.5%	3.9%	-7.7%
2	C1CCc2c(nc3nnnn3c2N2CCOCC2)C1	i	-12.0%	4.0%	6.7%	-0.6%	-1.7%	-0.5%	3.2%
3	Cc1cc(C)c(C)c(Oc2ncnc(N)c2[N+](=O)[O-])c1	0.1%	1.8%	-4.5%	-6.9%	0.6%	-0.8%	-8.7%	11.3%
4	Cc1ccc(CO)cc1	-2.8%	-6.5%	·	2.8%	-1.7%	·	5.4%	·
5	O=C(COc1ccc2ccccc2c1)N1CCN(c2ccccc2O)CC1	-5.8%	7.1%	-2.9%	6.5%	-0.4%	-8.8%	-2.6%	14.1µM*
6	COc1ccc(Nc2nc(-c3cccs3)nc3ccccc23)cc1	-7.4%	9.4%	30.8%[activator]	9.3%	-4.2%	-11.1%	-8.3%	-8.8%
7	CC(=O)N1CCN(CC(=O)Nc2cc(S(=O)(=O)N3CCOCC3)ccc2C)CC1	-8.3%	4.2%	-11.1%	-12.0%	2.2%	5.4%	-15.8%	-1.1%
8	COC(=O)C1=C(C(=O)OC)[C@@H]2N(Cc3ccccc3)c3ccccc3[C@@]23C[C@@H](C(=O)OC)N(C(=O)C2CCC2)C3=N1	2.5%[11.5 µM]	0.8%[11.2 µM]	·	2.6%[14.2 µM]	0.9%[11.2 µM]	·	-10.9%[17.4 µM]	·
9	O=c1c2ccccc2c(C=NCCCN2CCOCC2)c(O)n1Cc1ccc2c(c1)OCO2	-12.0%	3.0%	-24.9%	-5.4%	0.3%	-0.8%	-5.4%	4.4%
10	O=C(N=Nc1c(O)[nH]c2ccc([N+](=O)[O-])cc12)c1cc(-c2ccccc2Cl)nc2ccccc12	3.2%	-4.0%	-9.4%	-1.4%	-3.0%	-7.7%	-4.0%	6.9%
11	c1ccc(-n2ncc3c(N4CCC5(CC4)OCCO5)ncnc32)cc1	-12.8%	-6.2%	·	3.9%	-4.1%	-6.1%	2.8%	4.9%
12	O=C(CN1C(=O)c2ccccc2S1(=O)=O)Nc1cccnc1	-3.0%	4.2%	-1.2%	-2.0%	-0.3%	-4.3%	-8.0%	2.5%
13	CC(C)CC(=O)NC(=S)NNC(=O)c1cccc([N+](=O)[O-])c1	-0.1%	-4.0%	2.1%	0.3%	-3.7%	-0.1%	-15.2%	?
14	Fc1cccc(CN2CCN(C(=S)NCCc3ccccc3)CC2)c1	i	2.1%	-5.1%	6.6%	-5.1%	-1.8%	3.0%	-1.8%
15	Cc1nn(Cc2ccccc2)c(Cl)c1/C=N/NC(=O)c1cccnc1	3.6%	-2.8%	6.2%	0.6%	-1.7%	-7.2%	4.4%	-4.9%
16	CCOCCCn1c(=S)[nH]c2ncccc2c1=O	-1.0%	2.9%	-0.5%	-12.1%	-7.1%	-0.7%	0.8%	6.6%
17	CC1=CC=CC2=N/C(=N\S(=O)(=O)c3ccc(F)cc3F)c3ccccc3CN12	i	-1.8%	8.5%	22.1%	-0.7%	0.4%	0.5%	9.5%
18	CN(C)C(=O)Cn1c(=O)n(C)c2ccccc21	i	-0.4%	2.5%	10.6%	0.2%	7.4%	-4.0%	7.5%
19	Cc1cnc(C(=O)NCC(c2ccccc2)c2ccccc2)cn1	-13.7%	-0.6%	10.7%	-3.5%	-0.4%	3.2%	-1.2%	-7.7%
20	CC1N(C)c2cccc3cccc(c23)N1C	-1.8%	5.5%	-18.8%	-21.0%	0.0%	4.5%	4.0%	12.5µM*
21	CC(=O)Oc1ccc([N+](=O)[O-])cc1N1C(=O)c2ccccc2C1=O	?	-2.9%	-7.0%	6.7%	-7.9%	-6.2%	-22.2%	-3.6%
22	O=C(O)c1c2c(nc3ccccc13)CCCCC2	-6.3%	-5.1%	5.9%	14.0%	0.6%	3.8%	-0.4%	1.8%
23	COC(=O)c1cc(=O)nc2sc3ccccc3n12	-11.1%	0.1%	-5.5%	7.4%	1.8%	-6.8%	8.4%	-7.5%
24	COC(=O)C1(CCSC)NC(c2ccco2)C2C(=O)N(C)C(=O)C21 (centres undefined)	-3.0%	-14.3%	1.8%	5.3%	1.5%	2.1%	3.1%	1.2%
25	COc1cccc(Sc2cc(N3CCOCC3)nc(-c3ccccc3)n2)c1	1.3%	-3.6%	0.2%	-12.3%	-0.9%	-9.0%	0.5%	1.9%
26	Cc1ccc(N2C(=O)CC(Cc3cc(C)cc(C)c3)C2=O)cc1 (centres undefined)	20.1%	-0.1%	8.4%	2.4%	0.4%	1.5%	1.1%	9.7%
27	COc1cc(C(=O)c2ccccc2)c(OC)cc1C(=O)Nc1ccc(O)cc1	-6.7%	-2.9%	-25.3%	17.7%	-2.4%	?	-4.7%	3.1%
28	NCCC(=O)O	11.2%&-2.8%	-9.0%&4.4%	·	5.4%&-1.6%	-0.5%&-2.2%	·	7.3%&23.1%	·
29	S=c1[nH]c2cc(Br)cnc2[nH]1	3.7%	-1.6%	-4.6%	-6.4%	0.8%	-3.8%	-2.9%	-0.2%
30	Cc1ccc2nc(CSc3nnc(-c4ccncc4)n3C)cc(=O)n2c1	-3.5%	4.3%	1.7%	-1.9%	-1.8%	-5.4%	7.2%	3.9%
31	CC(C)(C)N1CC(COc2ccccc2)OC1=O (centres undefined)	1.3%	-15.6%	3.5%	-5.1%	-1.2%	1.1%	0.6%	8.3%
32	CC(c1ccccc1)n1cc(C(=O)NCc2ccncc2)nn1 (centres undefined)	-13.5%	-1.1%	3.3%	2.6%	-3.4%	-1.5%	-11.9%	2.6%
33	Cc1ccc(/C=N/Nc2ncnc3nc[nH]c23)cc1	1.3%	-10.5%	·	24.3%	-3.9%	·	1.4%	-15.4%
34	Nc1nonc1-c1noc(-c2ccccc2)n1	i	-2.2%	15.6%	-7.4%	4.2%	1.5%	6.9%	-6.8%
35	COc1ccc(CNC(=O)C2CC(c3cccc([N+](=O)[O-])c3)=NO2)cc1 (centres undefined)	?	-2.1%	-5.5%	2.0%	-5.4%	3.0%	-6.1%	7.1%
36	O=C(c1cccc(Br)c1)N1CCN(C(=O)c2cccc(Br)c2)CC1	1.1%	4.9%	-1.1%	-6.7%	-2.6%	2.2%	1.7%	3.6%
37	COc1ccc(CCC(=O)OC(C)C(=O)c2ccc(C)cc2)cc1 (centres undefined)	-7.1%	-7.2%	58.6%[activator]	8.0%	-3.7%	-7.8%	0.0%	6.4%
38	Cc1nc(Cl)c(C(=O)NC(C)(C)C)c(C)c1Cl	-14.0%	7.9%	8.5%	2.8%	-0.8%	3.9%	1.0%	3.5%
39	CCOc1ccc(Cc2noc3c2C(=O)CCC3)cc1OCC	i	1.0%	·	-5.1%	-0.2%	1.5%	-12.5%	2.7%
40	O=C(CCn1c(=O)oc2ccccc21)NCCCN1CCCC1=O	i	0.2%	-0.1%	1.9%	-3.8%	0.3%	1.7%	3.7%
41	CN1CCCN(C(=O)c2cc(-c3cccc4ccccc34)nc3ccccc23)CC1	-2.3%	-2.7%	·	-1.9%	-2.1%	·	-3.1%	3.2%
42	O=C(O)c1cc(N2C(=O)C3CCCCC3C2=O)ccc1NCc1cccnc1 (centres undefined)	-6.2%	-5.7%	0.0%	1.9%	-1.6%	2.7%	1.2%	9.6%
43	CCOc1ccc(C2C(C#N)=C(N)Oc3nc[nH]c(=O)c32)cc1OC (centres undefined)	-12.1%	0.2%	2.7%	73.3%[activator]	-5.9%	-5.6%	-3.9%	-5.2%
44	CCC(NC(=O)NC1CCCCC1)c1ccccc1 (centres undefined)	-6.2%	-6.2%	-4.0%	15.4%	-0.7%	-4.3%	-3.6%	6.9%
45	CCn1cc(CNC(=O)c2cccc([N+](=O)[O-])c2)cn1	-0.3%	4.5%[53 µM]	7.9%	3.2%	-1.0%[53 µM]	0.0%	-2.4%	-4.4%
46	Cn1c(N2CCOCC2)c(/C=N/OC(=O)c2cccnc2Cl)c2ccccc21	i	-3.7%	8.6%	26.5%	1.0%	4.6%	-2.2%	?
47	CCOC(=O)N1CCN(C(=O)Nc2cccc(Cl)c2)CC1	-5.3%	4.9%	·	4.1%	-1.1%	1.7%	-6.2%	9.8%
48	Cn1c(=O)cc(OCCCC(=O)NCc2ccccn2)c2ccccc21	-9.2%	2.1%	0.9%	-3.8%	2.5%	-24.0%	-5.8%	5.1%
49	CCOC(=O)N1CCN(C(=O)c2ccc(OC)cc2)CC1	-3.9%	-1.9%[53 µM]	6.6%	10.4%	0.2%[53 µM]	8.1%	1.6%	12.8%
50	CCOC(=O)c1sc2ccc(S(=O)(=O)N3CC(C)CC(C)C3)cc2c1N (centres undefined)	-0.9%	-0.4%	3.6%	8.1%	2.8%	6.5%	-0.1%	2.2%
51	O=C(COC(=O)c1cccnc1)NC1CCCc2ccccc21 (centres undefined)	i	-6.3%	4.1%	34.8%[activator]	-1.9%	-8.1%	4.0%	3.6%
52	CC[n+]1ccc2cc(OC)c(OC)cc2c1Cc1ccc(OC)c(OC)c1	i	-4.3%	14.0%	-20.5%	-1.4%	-9.8%[15.4 µM]	-3.4%	-7.8%

# Full records as entered above:
# Record of CCOC(=O)N1CCN(C(=O)Nc2cccc(Cl)c2)CC1 → RECQ1 helicase: -5.3%; TRb SRC2 PPI: 4.9%; L3MBTL1 block: ·; RGS12 GoLoco inh: 4.1%; TexasRed fluor: -1.1%; GAA inh: 1.7%; GAA spleen mod: -6.2%; GAA glycogen: 9.8%
# Record of CCOc1ccc(C2C(C#N)=C(N)Oc3nc[nH]c(=O)c32)cc1OC (centres undefined) → RECQ1 helicase: -12.1%; TRb SRC2 PPI: 0.2%; L3MBTL1 block: 2.7%; RGS12 GoLoco inh: 73.3%[activator]; TexasRed fluor: -5.9%; GAA inh: -5.6%; GAA spleen mod: -3.9%; GAA glycogen: -5.2%
